VLA-4 inh: inhibition in a human VLA-4 binding assay; 330,000 tested, 0.2% active; AID 2557; inhibition, % (about 7 µM as worked out from the volumes in the protocol); VLA-4 expressing cells, ligand binding flow cytometry; P13612; in the data active means inhibition above about 50%
CIT2-GFP yeast: alters CIT2-GFP fluorescence in TOR pathway yeast screen. 320,000 tested, 0.065% active. S. cerevisiae CIT2-GFP strain, flow cytometry, 3 h; 100 means same as DMSO wells. GFP response vs DMSO, % at 10 µM;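 active means GFP response relative to DMSO above a set limit, near the screen mean plus 3 SD, cut at about 150% in these data; inconclusive means Fewer than 70 cells measured for a yeast strain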;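 further: ratio of well median GFP fluorescence to mean of DMSO wells on the plate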
AGP1 TOR yeast: alters AGP1-GFP fluorescence in TOR pathway yeast screen; 320,000 tested, 0.02% active; AID 2066; S. cerevisiae AGP1-GFP multiplex flow cytometry, 3 h; GFP as percent of DMSO wells; GFP response vs DMSO, % at 10 µM;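 active means GFP response relative to DMSO above a set limit, near screen average plus 3 SD, cut at about 150% in these data; inconclusive means fewer than 70 cells counted for the yeast strain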;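 further: median GFP channel fluorescence of the gated AGP1 strain per well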
LAP4 TOR yeast: modulators of TOR pathway LAP4-GFP in S. cerevisiae | S. cerevisiae LAP4-GFP multiplex, flow cytometry GFP, 3 h; median GFP as percent of DMSO wells | GFP response vs DMSO, % at 10 µM | 320,000 tested, 0.34% active | AID 2023;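 active means GFP response vs DMSO above a set limit, about the screen mean plus 3 SD, cut at about 150% in these data; inconclusive means under 70 cell events counted for the yeast strain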
MEP2-GFP yeast: alters MEP2-GFP fluorescence in TOR pathway yeast screen; S. cerevisiae MEP2-GFP strain, flow cytometry GFP, 3 h; 100% = DMSO control level; 330,000 tested, 0.51% active; GFP response vs DMSO, % at 10 µM; AID 2016;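 active means GFP response versus DMSO above a set limit, roughly screen mean plus 3 SD, cut at about 180% in these data; inconclusive means fewer than 70 cells counted for a yeast strain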;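 further: median GFP fluorescence of the barcode-gated MEP2-GFP cells per well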
RPL19A TOR yeast: alters RPL19A-GFP fluorescence in TOR pathway yeast screen | S. cerevisiae RPL19A-GFP strain, flow cytometry, 3 h; stronger effect = lower value | percent response vs DMSO, % at 10 µM | 330,000 tested, 0.3% active;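 active means percent response vs DMSO below 50%; inconclusive means fewer than 70 events counted for the yeast strain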;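 further: median channel GFP fluorescence of the barcoded RPL19A-GFP strain; ratio of sample median GFP to plate DMSO average so 100% = DMSO; lower means less RPL19A-GFP as with rapamycin TOR inhibition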
JMJD2C inh: blocks human GASC-1 demethylase activity | Q9H3R0 | GST-JMJD2C(1-420) H3K9me3 demethylation, DELFIA europium | inhibition, % at 2.35 µM | 330,000 tested, 0.069% active;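 active means more than half of a compound's replicate wells show inhibition beyond 50%, single wells judged on their own value; inconclusive means some, but no more than half, of replicates pass 50% inhibition; inactive means no replicate passes 50% inhibition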;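 further: signal counts dimethyl H3K9 product captured on neutravidin plate; 0% = median of DMSO wells and 100% = 0.3 times that DMSO median; strong numbers were not always called active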
Target sequence (Q9H3R0 1-420 limits assumed): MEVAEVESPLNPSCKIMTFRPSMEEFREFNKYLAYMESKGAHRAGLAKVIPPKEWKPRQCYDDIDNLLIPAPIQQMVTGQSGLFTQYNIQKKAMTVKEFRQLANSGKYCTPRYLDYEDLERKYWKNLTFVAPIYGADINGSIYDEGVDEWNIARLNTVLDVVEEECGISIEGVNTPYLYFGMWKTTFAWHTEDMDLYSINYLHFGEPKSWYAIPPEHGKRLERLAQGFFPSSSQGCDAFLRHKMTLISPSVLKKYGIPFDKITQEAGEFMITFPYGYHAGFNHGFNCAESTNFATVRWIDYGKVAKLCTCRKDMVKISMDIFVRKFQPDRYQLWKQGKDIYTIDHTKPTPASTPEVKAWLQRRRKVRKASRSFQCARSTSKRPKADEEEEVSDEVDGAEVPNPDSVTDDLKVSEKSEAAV
GRK2 aptamer HTS: inhibitors of human GRK2 displacing RNA aptamer; inhibition of aptamer binding, % at 10 µM; P25098; bead flow cytometry, FAM-aptamer displacement from GRK2; 330,000 tested, 0.59% active;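 active means inhibition of aptamer binding above 40%, roughly 3 SD of noise, on plates passing a quality check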;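 further: median bead fluorescence of bound FAM aptamer so fluorescent compounds give negative values; no value below 0 was filed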
* marks the source's active call; other numbers are inactive results; ? = inconclusive; . = not tested or not shown; & = joins results of further samples; [ ] = another dose, or the depositor's remark.

SMILES	VLA-4 inh	CIT2-GFP yeast	AGP1 TOR yeast	LAP4 TOR yeast	MEP2-GFP yeast	RPL19A TOR yeast	JMJD2C inh	GRK2 aptamer HTS
CCOCCOc1nc(C)cc(C)c1S(=O)(=O)c1ccccc1C	9	95	99	101	97	100	17	0
CC(C)NC(=O)CN(C(=O)CCC(=O)Nc1nccs1)c1ccc(C(C)C)cc1	10	105	103	93	104	107	0	0
Cc1ccc(C)c(N2CCN(c3ncccc3[N+](=O)[O-])CC2)c1	8	94	90	95	99	99	-1	0
O=C(NCCc1c[nH]c2ccccc12)Nc1cccc2ccccc12	-5	103	105	91	106	99	6	0
O=C(NNC(=O)C1C2CCCCC21)c1coc(=O)c(Br)c1 (centres undefined)	13	93	105	110	103	98	13	2
CC(C)C(c1nnnn1Cc1cccs1)N1CCN(c2ccccc2)CC1 (centres undefined)	9	89	88	.	84	91	12	0
O=C(O)CCc1ccc(-c2cccs2)o1	0	94	99	128	95	91	-6	5
Fc1ccc(-c2ccc(Nc3cccc(F)c3)nn2)cc1	-7	94	88	122	97	95	-5	0
COc1ccc(Cn2nnnc2CN2CCN(c3ccc(OC)cc3)CC2)cc1	-1	92	92	96	99	98	-11	1
Cc1csc(SCc2ccccc2C(=O)O)n1	0	104	101	97	93	99	3	2
O=C(CCc1nnc(CCC2CCCCC2)o1)NCCc1cccnc1	-5	105	98	94	96	97	4	3
S=C(Nc1ccccc1Cl)NC1CC2CCCC(C1)N2C1CC1 (centres undefined)	22	88	100	115	91	97	-8	0
CSCC[C@H](NC(=O)N1CCn2c1nc1ccccc12)C(=O)N[C@@H](C(=O)O)c1ccccc1	-4	106	104	100	103	101	?	1
Cc1ccc(-c2cc(C(=O)Nc3ccc(S(=O)(=O)Nc4ncccn4)cc3)[nH]n2)c(O)c1C	-1	98	107	100	96	99	5	2
CCOC(=O)c1cnc(-n2nc(C)cc2C)nc1Nc1ccc(OC)cc1	-2	94	100	99	90	98	4	6
COC1CCN(Cc2c(C(=O)N3CCN(C4CCCCC4)CC3)nc3ccccn23)CC1	-9	97	99	92	87	102	-9	0
CCn1c(CCCc2ccc(OC)c(C)c2)n[nH]c1=S	1	86	76	102	106	107	7	0
c1ccc(COc2cncc(-c3cccnc3)c2)cc1	1	91	92	115	91	100	-1	1
O=C(CN1C(=O)NC2(CCOc3ccccc32)C1=O)c1ccc(F)cc1 (centres undefined)	-2	90	111	108	101	95	4	1
NS(=O)(=O)c1ccc2nc(NC(=O)c3ccc4c(c3)OCCO4)sc2c1	9	97	93	91	104	102	-2	0
O=C(Oc1cccc2cccnc12)c1ccco1	-2	95	94	95	97	94	1	2
COc1ccc(CCNC(=O)COC(=O)c2cnc(C)cn2)cc1	10	104	100	101	99	99	-2	0
CCCCOc1ccccc1C1NC(=O)NC(C)=C1C(=O)OCc1ccco1 (centres undefined)	9	100	98	101	100	96	-8	0
CCOC(=O)c1nnn(-c2nonc2-c2ccccc2)c1C	12	?	95	73[may fluoresce violet]	168[may fluoresce violet]	98	1	0
CCOC(=O)C1(CC2CCCCO2)CCN(S(=O)(=O)c2ccc(OC)cc2)CC1 (centres undefined)	8	89	83	85	87	88	-8	2
COCCN(CCOC)S(=O)(=O)c1ccc(C(=O)Nc2nnc(CSC)o2)cc1	-4	104	108	108	102	106	1	0
COc1cccc(NC(=S)N2CCCC2c2ccc(OC)c(OC)c2)c1 (centres undefined)	-1	97	86	85	88	90	9	0
COc1cc2c(cc1OC)CN(C(=O)CSc1nnc3scc(-c4ccccc4)n13)CC2	-17	96	96	93	99	92	6	0
CC1CCN(C(=O)CSc2ccc(-c3cccc([N+](=O)[O-])c3)nn2)CC1	-2	93	99	95	99	96	1	1
Cc1cccc(-c2nc3ccccc3c(=O)n2NC(=O)c2cccs2)c1	-15	106	102	91	91	102	-2	4
CN1CCC(=NNC(=O)COc2ccc(Cl)cc2)CC1	-27	97	100	99	101	104	7	4
CC1CCCCN1c1nnc(NC(=O)c2cc(-c3ccc(Br)cc3)on2)s1 (centres undefined)	-5	83	92	98	91	95	-2	0
CCOC(CNC(=O)c1ccc2c(c1)ncn2-c1ccccc1OC)OCC	5	97	95	96	107	104	-1	3
S=C(Nc1ccccc1Cl)N1CCN(Cc2ccccc2)CC1	10	98	93	89	97	99	11	1
O=C(Nc1cccc(OCC(=O)N2CCOCC2)c1)c1cccc(Cl)c1	2	100	105	95	92	107	-6	0
CCOCCCNC(=O)C(NC(=O)c1ccc2c(c1)OCO2)c1ccc(OC)cc1 (centres undefined)	-4	97	109	93	99	99	4	0
C=CCn1c(-c2ccc(OC)c(OC)c2)n[nH]c1=S	0	104	99	96	104	94	1	0
Cc1ccc(OCCNC(=O)CCc2ccccc2)cc1C	3	79	105	109	87	92	-8	79*
Cc1ccc(-c2noc(CCC(=O)NCc3ccco3)n2)cc1	-13	111	.	109	113	110	-1	6
O=C(c1ccoc1)N1CCCC(N2CCN(c3cccc(Cl)c3)CC2)C1 (centres undefined)	10	92	94	86	106	107	7	3
O=C(O)CSc1ncccc1C(=O)O	1	115	88	83	92	108	1	0
O=c1c(/C=N/O)coc2ccc3ccccc3c12	1	69	83	97	86	87	.	2
CCOC(=O)c1c(NC(=O)C(C)Sc2c[nH]c3ccccc23)sc2c1CCC2 (centres undefined)	-10	121	109	117	101	106	1	0
O=[N+]([O-])c1ccccc1/C=N\N1CCN(Cc2ccccc2Cl)CC1	8	103	98	98	108	105	4	2
CC1(C)CC(NC(=O)COc2ccc(Br)cc2Cl)CC(C)(C)N1	8	101	101	89	96	104	6	1
CC(=O)C1=C(C)NC(=O)NC1c1ccc2c(c1)OCO2 (centres undefined)	1	?	18[may fluoresce violet]	99[may fluoresce violet]	179*[may fluoresce violet]	86[may fluoresce violet]	-2	3
CNC(=S)NNc1nc(N2CCOCC2)nc(N2CCOCC2)n1	18	96	106	101	100	104	7	0
Cn1c(C(=O)N2CCCc3ccccc32)cc2sccc21	3	89	96	129	98	97	-1	3
COc1cccc(NC(=O)COC(=O)Cc2ccc(Cl)cc2)c1	1	90	82	91	102	89	7	1
CCOc1cc2[nH]c(=O)n(CCC(=O)NCCc3ccc(OC)c(OC)c3)c(=O)c2cc1OCC	-3	.	98	92	97	98	1&4	3

Later entries
SMILES	VLA-4 inh	CIT2-GFP yeast	AGP1 TOR yeast	LAP4 TOR yeast	MEP2-GFP yeast	RPL19A TOR yeast	JMJD2C inh	GRK2 aptamer HTS
O=C(Nc1ccccc1)Nc1sccc1-c1nc2ccccc2s1	-18	92	89	102	88	90	3	0
C/[N+]([O-])=C\CC(=O)c1ccc(-c2ccccc2)cc1	-8	97	94	110	100	98	10	0
COCCCN1C(=O)c2ccc(C(=O)Nc3ccc(OC)cc3)cc2C1=O	-8	104	105	104	107	99	5	2
Cc1ccc2[nH]c(C(=O)N3CCCCC3)cc2c1	31	100	98	100	105	106	7	0
Cn1c(CNc2ccc(Cl)cc2)nc2ccccc21	24	94	99	102	92	97	-1	6
COC(=O)Cc1nnc(SCC(=O)Nc2ccccc2)c2ccccc12	0	99	104	105	102	98	-16	4
COc1ccccc1NC(=O)C(C)OC(=O)CCC1CCCCC1 (centres undefined)	-3	103	93	81	113	107	-4	0
O=C(Nc1cnn(Cc2ccccc2)c1)NC12CC3CC(CC(C3)C1)C2	22	99	100	100	98	95	0	4
c1ccc(NC2=NCCN2CC2CCC2)cc1	25	94	96	97	107	98	-1	3
O=C(O)c1cc(-c2ccc(-c3c(-c4ccc5c(c4)OCO5)noc3-c3ccsc3)cc2)nc2ccccc12	1	88	89	107	95	99	?	1
O=C(O)c1ccc(NC(CSCc2ccccc2F)C(=O)O)c([N+](=O)[O-])c1 (centres undefined)	9	96	108	96	103	99	-8	5
COc1ccc(NC(=O)c2ccco2)cc1NC(=O)c1cc2ccccc2o1	-9	97	104	113	100	103	5	4
O=C(Nc1nnc(C2CC2)o1)c1ccc(S(=O)(=O)N2CCc3ccccc3C2)cc1	6	103	91	78	92	101	3	2
Cc1cc(=O)oc2cc(NC(=O)c3ccccc3C(=O)O)ccc12	-15	94	88	82	92	101	-3	0
Cc1cccc(NC(=O)CN2C(=O)CCS(=O)(=O)c3ccccc32)c1C	-3	106	107	101	100	100	9	0
CCOc1ccc(CNC(=O)C2Cc3cc(S(=O)(=O)N4CCCCC4)ccc3N2C(C)=O)cc1 (centres undefined)	0	117	119	121	103	107	4	0
CS(=O)(=O)c1ccc(Cl)c(NC(=O)COC(=O)c2cccc(S(=O)(=O)N3CCCC3)c2)c1	-6	84	88	86	95	85	6	2
Cc1cccc(N(CC(N)=O)C2SC(=O)N(c3ccccc3)C2=O)c1 (centres undefined)	21	99	103	108	125	98	2	1
Cc1cc(NC(=O)COC(=O)c2c(C)noc2C)ccc1Br	1	93	101	101	97	98	12	3
CCOc1cccc(CN2CCCC(CCC(=O)NCc3ccccc3F)C2)c1O (centres undefined)	10	78	95	106	100	93	1	0
Cc1csc(NC(=O)c2ccccc2)n1	10	96	14	78	97	101	6	0
COc1ccccc1N1CCN(C2CCCN(C(=O)c3ccnc4ccc(C)cc34)C2)CC1 (centres undefined)	-3	95	96	93	98	100	1	0
NC1=NC[C@H](Cc2ccccc2)N1CCc1cccc(F)c1	2	102	109	96	101	105	-2	0
CCn1ncc(S(=O)(=O)NCc2ccco2)c1C	-1	98	103	96	97	101	-6	6
CCOC(=O)c1sc(NC(=O)c2cccnc2)c(C#N)c1C	11	97	103	93	94	98	0	2
COc1ccc(-n2c(COc3ccccc3)nnc2SCc2ccc(C#N)cc2)cc1	4	97	95	99	95	97	-13	1
CCC(=O)N1N=C(c2cccs2)CC1c1ccc(C)cc1 (centres undefined)	3	97	101	99	103	104	11	3
CC(=O)NC(NC(C)=O)c1ccc(Br)cc1	-2	104	103	96	98	100	-3	0
CCOc1ccc(CN2CCN(Cc3ccon3)CC2CCO)cc1 (centres undefined)	11	104	97	93	106	107	33	0
O=C(CCSc1ccccc1)N1CCCC1	-16	105	95	92	102	106	-10	4
COc1ccc(C(=O)Nc2cccc(-c3ccc4nncn4n3)c2)cc1	-2	97	105	111	100	99	6	0
CC(=O)c1ccc(OCCn2cnc3ccccc32)cc1	16	98	97	91	97	106	-3	0
COc1ccc(/C(N)=N/OC(=O)c2cccs2)cc1OC	2	100	93	99	104	106	16	2
COc1cccc(N(C(=O)c2snc(C(N)=O)c2N)C(C(=O)NCC2CCCO2)c2c[nH]c3ccccc23)c1 (centres undefined)	-9	112	106	96	111	106	11	1
C/C(=N\Nc1nc(-c2ccccc2)cs1)c1cccs1	12	101	104	107	117	104	0	5
CCOc1ncccc1C(=O)OCC(=O)Nc1ccc2c(c1)OCO2	0	98	101	93	96	106	1	0
Cc1ccc(NC(=O)C2CCN(S(=O)(=O)c3ccc(F)cc3)CC2)cc1	0	95	94	97	117	94	-5	2

Screening results: PubChem BioAssay, several laboratories
